# Myeloid diff MLP: myeloid differentiation induction | ER-HoxA9 myeloid progenitors, lysozyme-GFP differentiation, flow cytometry | calls only at 10 µM | actives 1% (n = 360,000) | AID 624256;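 active = normalized GFP-positive differentiation at or above the plate's own cutoff, the solvent-only control mean plus 3 SD; inconclusive = no clear call, values can overlap the other calls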;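 also: cells exposed to compound for four days before flow analysis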
# T cell HTS: T cell immune modulators affecting CD8 T cell-vesicle binding | 2C CD8+ T cell-vesicle binding, flow cytometry; hits give low values | calls only at 7 µM | actives 0.068% (n = 330,000);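 active = response, share of CD8 T cells binding vesicles, and their 90th percentile fluorescence all below set limits, cut at about 80% in these data, passing the limit was not always enough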
#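 Assay system – 2C mouse CD8+ T cells · Also added – QL9-loaded Drosophila micro-vesicles · Timing – Cell–vesicle co-incubation 1.5 h at 37 °C, staining 20 min on ice · Signal – flow cytometry of vesicle-bound cells · Measure – percent CD8+ FL2 mean versus row control · Controls – Peptide-free naked vesicles (low) and QL9 vesicles with 0.7% DMSO vehicle (high)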
# NTR1 agonist: agonists of NTR1, primary screen, imaging, U2OS cells, beta-arrestin-GFP, high content (AID 493036). activation, % at 20 µM. P30989. NTR1-U2OS beta-arrestin-GFP spot imaging, agonist mode. actives 0.17% (n = 330,000);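 active = activation at or above 40% of the spot to cytoplasm intensity ratio, with at least 20 cells analyzed; inconclusive = wells under 20 cells, flagged as cytotoxic or low count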;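 also: 0% = DMSO without peptide and 100% = 100 nM NTR1 peptide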
# Target sequence (P30989 whole entry, looked up): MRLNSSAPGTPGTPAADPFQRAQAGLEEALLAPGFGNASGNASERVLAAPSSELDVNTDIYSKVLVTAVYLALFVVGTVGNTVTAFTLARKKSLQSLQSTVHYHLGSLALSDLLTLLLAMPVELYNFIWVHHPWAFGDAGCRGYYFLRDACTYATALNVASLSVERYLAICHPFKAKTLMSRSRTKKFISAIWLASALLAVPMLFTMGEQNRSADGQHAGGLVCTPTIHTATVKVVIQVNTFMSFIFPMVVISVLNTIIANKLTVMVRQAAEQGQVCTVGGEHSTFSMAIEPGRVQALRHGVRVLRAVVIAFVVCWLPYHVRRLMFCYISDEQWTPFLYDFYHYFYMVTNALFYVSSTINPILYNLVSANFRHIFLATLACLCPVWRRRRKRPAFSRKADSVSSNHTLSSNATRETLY
# T cell HTS vesicle-bound %: also measured in T cell HTS; calls as there; double positive events, %; measured here: CD8+ vesicle-bound cell fraction;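 binding gate set so that unloaded-vesicle control wells show 10% double positive cells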
# NTR1 agonist cell count 20 µM: further read-out of NTR1 agonist, marked with its call; cell count; measured here: cell count, cytotoxicity flag
# Myeloid diff MLP GFP+ MAC1+ %: recorded beside Myeloid diff MLP, whose call it bears; GFP+ MAC1+ double positive, %; measured here: differentiation confirmed by MAC1 staining
# Numbers without * were called inactive; i = inactive; u = inconclusive; x = no result given; + = active, no number. An excerpt; rates above refer to the full screens.
No.	mol	Myeloid diff MLP	Myeloid diff MLP GFP+ MAC1+ %	T cell HTS	T cell HTS vesicle-bound %	NTR1 agonist	NTR1 agonist cell count 20 µM
1	Cc1ccc(CNC(=O)COC(=O)CCOc2ccc(C)cc2)cc1	i	0.5	i	36	-0.4	70
2	COc1ccc(NC(=O)CN(C)CC(=O)Nc2ccc(C)c(S(=O)(=O)N3CCCCC3)c2)cc1	i	1.6	i	24	6.9	54
3	CC1CN(C(=O)c2cc(-c3ccc(Cl)s3)nc3ccccc23)CC(C)O1 (stereo not drawn)	i	0.5	i	22	2.2	48
4	COC(=O)Cc1csc(NC(=O)CSc2nncn2C)n1	i	1.0	i	6	-0.1	51
5	Cc1nc2ccc(NC(=O)CS(=O)(=O)c3ccccc3)cc2s1	i	0.7	i	50	0.4	68
6	CC1CCCCC1NC(=O)COC(=O)/C=C/c1ccco1 (stereo not drawn)	i	1.1	i	35	1.3	97
7	CC(C)(C)C(=O)Nc1ccc(C(=O)CSc2nnc(C3CC3)n2C2CC2)cc1	i	0.8	i	36	0.2	59
8	CCC(C)Sc1ccc([C@H]2N[C@@](CC(C)C)(C(=O)OC)[C@H]3C(=O)N(C)C(=O)[C@@H]23)cc1 (stereo partly drawn)	i	1.1	i	40	3.2	66
9	Cc1cccc(COc2ccccc2C(=O)NC2CCC(O)CC2)c1 (stereo not drawn)	i	0.5	i	38	0.7	56
10	COc1ccc(C(CNC(=O)c2sccc2C)N2CCOCC2)cc1 (stereo not drawn)	i	1.2	i	27	0.7	73
11	CCN(c1ccccc1)S(=O)(=O)c1ccc(Oc2ccc(C(C)=O)cc2OC)nc1	i	0.9	i	42	0.3	70
12	O=C(NS(=O)(=O)Nc1ccccc1)C1=C(N2CCCC2)COC1=O	i	1.0	i	6	0.8	64
13	Cc1ccc(/C=C/S(=O)(=O)NCCC(=O)NCc2ccccc2F)cc1	i	1.1	i	25	2.4	58
14	CC(=O)c1ccc(-c2ccc(C(=O)NCC(c3ccco3)N(C)C)o2)cc1 (stereo not drawn)	i	0.5	i	11	-0.3	63
15	COc1ccccc1-c1sc2ccccc2c1-c1ccc(O)cc1	i	2.8	i	9	14	64
16	COc1ccccc1OCC(=O)N1CCC2(CC1)CC(=O)c1ccccc1O2	i	0.5	i	57	0.6	66
17	O=C(c1ccc(Cl)c(S(=O)(=O)N2CCCCC2)c1)N1CCCC(C(F)(F)F)C1 (stereo not drawn)	i	1.4	i	46	0.8	50
18	COc1ccc(NC(=O)c2cc(-c3ccc(C)o3)nc3ccccc23)cc1	i	0.2	i	10	0.7	59
19	COc1cccc(NC(=O)CN(C)C(=O)c2ccccc2Sc2ccccc2C#N)c1	i	0.9	i	21	4.5	50
20	CCCN(C(=O)c1cc(S(=O)(=O)N(C)c2ccc(OCC)cc2)ccc1C)C1CCS(=O)(=O)C1 (stereo not drawn)	i	0.8	i	43	3.8	56

# Copied from above: entries 15 to 20
No.	mol	Myeloid diff MLP	Myeloid diff MLP GFP+ MAC1+ %	T cell HTS	T cell HTS vesicle-bound %	NTR1 agonist	NTR1 agonist cell count 20 µM
15	COc1ccccc1-c1sc2ccccc2c1-c1ccc(O)cc1	i	2.8	i	9	14	64
16	COc1ccccc1OCC(=O)N1CCC2(CC1)CC(=O)c1ccccc1O2	i	0.5	i	57	0.6	66
17	O=C(c1ccc(Cl)c(S(=O)(=O)N2CCCCC2)c1)N1CCCC(C(F)(F)F)C1 (stereo not drawn)	i	1.4	i	46	0.8	50
18	COc1ccc(NC(=O)c2cc(-c3ccc(C)o3)nc3ccccc23)cc1	i	0.2	i	10	0.7	59
19	COc1cccc(NC(=O)CN(C)C(=O)c2ccccc2Sc2ccccc2C#N)c1	i	0.9	i	21	4.5	50
20	CCCN(C(=O)c1cc(S(=O)(=O)N(C)c2ccc(OCC)cc2)ccc1C)C1CCS(=O)(=O)C1 (stereo not drawn)	i	0.8	i	43	3.8	56

# Further records follow:
No.	mol	Myeloid diff MLP	Myeloid diff MLP GFP+ MAC1+ %	T cell HTS	T cell HTS vesicle-bound %	NTR1 agonist	NTR1 agonist cell count 20 µM
21	O=C(NNC(=O)c1ccccc1F)c1ccc(-c2ccc(Cl)cc2)o1	i	1.0	i	50	-1.3	109
22	CCCCCn1c(=NC(=O)c2cccnc2)c(C#N)cc2c(=O)n3cccc(C)c3nc21	i	0.9	i	34	19	62
23	Cn1c(NCc2ccccc2Cl)nc2ccccc21	i	3.2	i	24	0.1	88
24	CC1CN(S(=O)(=O)c2ccc(C(=O)Nc3ccccc3F)cc2)CC(C)O1 (stereo not drawn)	i	1.4	i	30	-1.4	64
25	CN(C)c1ccc(C#Cc2ccc3cc(CCO)oc(=O)c3c2)cc1	i	0.9	i	35	7.0	55
26	N#Cc1ccsc1NC(=O)C1CCN(S(=O)(=O)c2cccs2)CC1	i	1.1	i	52	-1.1	71
27	Cc1ccc(NC2=CC(=O)C(=O)c3ccccc32)c(C)c1	+	3.8*	i	27	-1.6	66
28	CC(OC(=O)Cc1ccc(Br)cc1)C(=O)NC1CCCC1 (stereo not drawn)	i	1.7	i	12	-0.7	53
29	CCCCN1CC(=O)N2[C@H]3c4ccc(OC)cc4OC[C@@H]3[C@H](C(=O)OCC)[C@]2(C)C1=O	i	2.1	i	31	1.3	52
30	CCCCn1c(N)c(N(CC(C)C)C(=O)CSc2ccc3c(c2)OCCO3)c(=O)[nH]c1=O	i	0.8	i	34	0.9	61
31	CCOc1cc(/C=C2/N=C(c3ccc4c(c3)OCO4)OC2=O)ccc1OC(C)=O	i	0.7	i	45	-3.1	55
32	O=C(CC1SC(N2CCOCC2)=NC1=O)Nc1ccc(Cl)c(C(F)(F)F)c1 (stereo not drawn)	i	1.1	i	6	3.1	66
33	CCCc1cc(C(=O)OCC(=O)N2CCN(c3ccc(OC)cc3)CC2)sc1C	i	0.2	i	39	6.5	52
34	COCC(C)n1c(SCC(=O)NC(=O)Cc2ccccc2)nc2ccccc2c1=O (stereo not drawn)	i	0.6	i	35	2.0	57
35	CC(C)CN(C(=O)CSc1nnc(C2CC2)n1-c1ccccc1)C1CCS(=O)(=O)C1 (stereo not drawn)	i	0.9	i	17	-0.8	50
36	Fc1ccccc1/C=N/Nc1cc(N2CCCCC2)ncn1	i	1.9	i	29	2.8	61
37	CCN(C[C@H]1N[C@@](Cc2ccccc2)(C(=O)OC)[C@H]2C(=O)N(Cc3ccccc3)C(=O)[C@@H]12)S(=O)(=O)c1ccc(C)cc1	i	1.5	i	13	1.6	58
38	CCN(C[C@H]1N[C@@](CC)(C(=O)OC)[C@H]2C(=O)N(Cc3ccccc3)C(=O)[C@@H]12)S(=O)(=O)c1ccc(OC)cc1	i	0.3	i	5	1.5	55
39	Cn1c(C(=O)NN)cc2cc(OCc3ccccc3)ccc21	+	1.0*	i	31	-0.5	40
40	CCN(CC(=O)Nc1ccc(NC(C)=O)cc1)C(=O)CCCc1nc2ccccc2c(=O)[nH]1	i	0.4	i	15	-0.9	42
41	NS(=O)(=O)c1ccc(NC(=O)c2ccc(S(=O)(=O)N3CCCCC3)cc2)cc1	i	1.0	i	0	1.9	58
42	Cc1cnc(C(=O)OCC(=O)N(CC(C)C)C2CCS(=O)(=O)C2)cn1 (stereo not drawn)	i	0.3	i	10	-0.2	52
43	Cc1cc(C(=O)N(Cc2nnc(-c3ccc(Cl)cc3)o2)C(C)C)c2ccccc2n1	i	1.5	i	13	-0.1	58
44	CN(CC(=O)Nc1ccc(F)c(F)c1F)C(=O)c1ccc2c(c1)NC(=O)CS2	i	0.4	i	29	-0.2	55
45	COc1ccc(NC(=O)N(C)C[C@H]2Oc3c(NC(=O)Cc4ccccc4)cccc3C(=O)N([C@H](C)CO)C[C@@H]2C)cc1	i	1.4	i	12	-0.7	57
46	O=C(c1cn(-c2ccccc2)nc1-c1cccnc1)N1CCN(S(=O)(=O)c2ccccc2F)CC1	i	0.1	i	12	2.3	45
47	CN1C(=O)N(CC(=O)N2CCN(c3ccccc3F)CC2)C(=O)C12CCCCC2	i	0.8	i	30	-0.8	89
48	CCN(CC(=O)NC(C)C)C(=O)c1cc(S(=O)(=O)N2CCCCC2)ccc1N1CCCCC1	i	1.3	i	36	0.8	47
49	CC(C)(C)NC(=O)NC(=O)CSc1ccc(S(=O)(=O)N2CCCCC2)cn1	i	0.6	i	18	2.5	43
50	CC[C@@H]1CCCCc2ccccc2[C@H](C(=O)C[C@H](O)CC(C)=O)OC1=O	i	0.5	i	11	0.5	51
51	O=C(COC(=O)c1cc(=O)[nH]c(=O)[nH]1)Nc1cccc(Cl)c1	i	0.7	i	55	-1.0	61
52	CC(=O)N1CCN(CC(C)(C)NS(=O)(=O)c2ccccc2)CC1	i	1.0	i	55	1.6	53
53	Cc1ccc(S(=O)(=O)CCC(=O)OCc2nc(N)nc(Nc3ccccc3C)n2)cc1	i	0.6	i	33	1.0	50
54	O=C(CN1C(=O)C(=O)N(Cc2ccccc2)C1=O)c1ccc[nH]1	i	1.1	i	34	-1.2	60
55	O=C(NCCc1ccc(C(F)(F)F)cc1)c1ccc2c(c1)OCO2	i	0.2	i	42	-0.9	66
56	COc1cc(C2c3c(oc4c(C)cc(C)cc4c3=O)C(=O)N2Cc2cccnc2)ccc1O (stereo not drawn)	u	x	i	38	3.1	79
57	Cc1c(Cl)cccc1-n1cnc(=O)c2ccccc21	i	0.6	i	30	5.4	50
58	CN(C)S(=O)(=O)c1ccc(N2CCCC2)c(C(=O)OCC(=O)NC2CCCCC2)c1	i	0.3	i	57	2.5	45
59	COc1ccc2nc(-c3ccccc3)cc(C(=O)N3CCC3)c2c1	i	1.0	i	46	2.5	52
60	CN(C)CCn1c(=O)n(C2CCCCC2)c(=O)c2c3c(sc21)CCCCC3	i	0.2	i	21	11	68
61	CC(OC(=O)c1ccc(Cl)nc1)C(=O)NC1(C#N)CCCCC1 (stereo not drawn)	i	0.9	i	52	-1.8	65
62	C=CCSc1nnc(NC(=O)c2c(CC)noc2C)s1	i	0.2	i	24	0.6	55
63	O=C(/C=C/c1ccco1)OCC(=O)c1ccc(OC(F)F)cc1	i	1.3	i	39	-0.6	84
64	CCOc1ccc(NC(=O)COC(=O)c2cc(=O)c3ccccc3o2)cc1	i	0.3	i	42	-0.1	70
65	Cc1ccc(C(=O)Nc2cccc3cccnc23)cc1Br	i	0.4	i	6	4.1	43
66	O=C(CN1C(=O)c2ccccc2S1(=O)=O)Nc1cccc(S(=O)(=O)N2CCOCC2)c1	i	0.6	i	45	2.2	69
67	COCCN(C(=O)C1CCC1)c1c(N)n(CC(C)C)c(=O)[nH]c1=O	i	1.0	i	8	-1.1	47
68	O=C(Nc1ccccn1)C1CCN(C(=O)c2ccc(F)cc2)CC1	i	1.2	i	24	1.4	59
69	COc1ccc(NC(=O)CSc2nnc3ccc(-c4cccnc4)nn23)cc1	i	0.5	i	37	-1.0	63
70	COc1ccc(/C=C2\CCCCC2=O)cc1	i	1.0	i	32	0.2	43

# (next part)
No.	mol	Myeloid diff MLP	Myeloid diff MLP GFP+ MAC1+ %	T cell HTS	T cell HTS vesicle-bound %	NTR1 agonist	NTR1 agonist cell count 20 µM
71	CSc1ncccc1C(=O)OCC(=O)Nc1ccc(C)c(S(=O)(=O)N2CCOCC2)c1	i	1.1	i	27	2.0	64
72	Cc1ccc(S(=O)(=O)N2CCC(C(=O)OC(C)C(=O)N(C)c3ccccc3)CC2)cc1C (stereo not drawn)	i	1.7	i	34	0.9	79
73	COC(=O)N1[C@H](C)C=C[C@]1(Cc1ccccc1)C(=O)OC	i	1.7	i	19	5.2	80
74	CCOc1ccc(CCNC(=O)c2cccc(S(=O)(=O)N3CCN(C(C)=O)CC3)c2)cc1OCC	i	0.9	i	45	-0.3	89
75	CC[C@@]1(C(=O)OC)N[C@H](CN(C)S(=O)(=O)c2ccc(OC(F)(F)F)cc2)[C@@H]2C(=O)N(C)C(=O)[C@@H]21	i	1.7	i	12	1.1	55
76	O=C(COC(=O)Cc1cccs1)Nc1ccc(OC(F)(F)F)cc1	i	0.3	i	39	-0.2	63
77	COc1ccc(CNC(=O)CN2C(=O)NC3(CCCc4sccc43)C2=O)cc1OC (stereo not drawn)	i	0.4	i	14	3.3	74
78	Cc1c(CCCC(=O)O)sc(N)c1C(=O)c1cccc(C(F)(F)F)c1	i	2.0	i	17	0.2	61
79	COc1cc2cnc(CCCC#N)cc2cc1OC	i	2.5	i	11	5.7	71
80	O=C1CCN(Cc2ccccc2)S(=O)(=O)c2ccc(C(F)(F)F)cc21	i	2.8	i	16	2.5	58
81	CCOC(=O)c1c(NC(=O)COC(=O)CCOc2ccc(OCC)cc2)sc(C(=O)N(C)C)c1C	i	0.7	i	13	1.8	73
82	O=C(c1cc(Cl)nc2ccccc12)N1CCN(S(=O)(=O)c2cccc(C(F)(F)F)c2)CC1	i	0.8	i	59	0.9	74

# Screens as filed in PubChem.
